Bioassay records: PubChem, National Center for Advancing Translational Sciences (NCATS)
uPA generation: qHTS for Inhibitors of Cell Surface uPA Generation | cell surface uPA generation assay, qHTS | Potency, µM (titrated, usually from 38.3 µM), without a hit: top-dose activity change, negative = inhibition, actives largely listed as inhibitors | 0.31% of 330,000 active | AID 540303, 2011; active = well fitted inhibition curve with a large enough effect; inconclusive = small, poorly fitted or top-dose-only effect; inactive = no such curve, though single readings can be large or run the other way; tested in mouse RAW 264.7 cells; note: potency is the fitted concentration of half-maximal effect; % is set by controls: 0 for no effect and ±100 for the full control effect; nearly all actives have a fitted effect of over 55% in size
USP2a inh: qHTS Assay for Inhibitors of Ubiquitin-specific Protease USP2a Using CHOP2 as the Reporter. Ubiquitin carboxyl-terminal hydrolase 2 (Homo sapiens), O75604. USP2 core, Ub-CHOP2 coupled fluorogenic reporter, 485/531. Potency, µM (titrated, usually from 38.3 µM), for inactives: top-dose activity change, negative = inhibition, most hits filed as inhibitors. 0.01% of 330,000 active. AID 463254, 2010;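 note: potency is the fitted concentration of half-maximal effect; plate controls were DMSO wells for no effect and full inhibition by NEM control for full effect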
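Cell-free coupled assay: 10nM USP2 core preincubated 30min RT with compound in Tris-HCl pH 8.0/CaCl2/CHAPS buffer, then 25nM Ub-CHOP2 and 25nM reporter substrate; fluorescence (Ex 485/Em 531) read after 60min RT, normalized to NEM inhibition, concentration-response curves fitted.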
BRCA1 expr act: qHTS Assay to Identify Small Molecule Activators of BRCA1 Expression | Potency, µM (series often up to 46.1 µM), inactives show at the top dose activation, actives largely listed as activators | 1.1% of 380,000 active | MCF7-BRCA1-FFLuc reporter, luminescence, 48 h; response scale: scaled: vehicle 0%, 10 µM genistein 100%; note: potency is the fitted concentration of half-maximal effect; nearly all actives have a fitted effect of over 80% in size; some results filed as inactive show a strong effect at the top dose
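Activators of BRCA1 expression were detected as increased firefly luciferase luminescence in engineered MCF7 cells after 48 h compound incubation. Signals were scaled to genistein 10 microM as full activation.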
TSG101-PTAP inh: qHTS Assay for Iinhibitors of HIV-1 Budding by Blocking the Interaction of PTAP/TSG101. Fluorescence polarization, FITC-PTAP peptide / Tsg101 binding. Potency, µM (series often up to 115 µM), for inactives: top-dose activity change, negative = inhibition, hits mostly inhibitors. 340,000 tested, under 10 active. AID 493005, 2010; active = well fitted inhibition curve with a large enough effect in the main read-out, with a control signal flat, not every such curve was filed as active; inconclusive = small, poorly fitted or top-dose-only effect, or effect the other way, or a change in a side signal; inactive = no such curve, though single readings can be large or run the other way; note: potency is the fitted concentration of half-maximal effect; % of control where 0% means no effect
Target sequence (Q99816 whole entry, looked up): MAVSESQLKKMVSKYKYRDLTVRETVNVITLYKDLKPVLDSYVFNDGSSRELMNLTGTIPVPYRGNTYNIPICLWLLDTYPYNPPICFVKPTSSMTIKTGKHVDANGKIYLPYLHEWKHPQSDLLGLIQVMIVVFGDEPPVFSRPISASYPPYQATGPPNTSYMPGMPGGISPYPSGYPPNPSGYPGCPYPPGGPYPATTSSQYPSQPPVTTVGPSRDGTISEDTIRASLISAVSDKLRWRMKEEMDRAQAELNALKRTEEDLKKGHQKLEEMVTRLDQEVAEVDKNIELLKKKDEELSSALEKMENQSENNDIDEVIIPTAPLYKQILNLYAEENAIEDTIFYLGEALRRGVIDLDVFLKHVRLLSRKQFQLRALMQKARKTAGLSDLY
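Tsg101 binding domain (10 uM final) was mixed with compound and a FITC-labeled PTAP peptide (50 nM final) in HEPES pH 7.5 buffer with NaCl, Tween 20, EDTA and TCEP; fluorescence polarization was read after 20 min at r.t.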
B2AR arrestin: qHTS assay of beta-arrestin-biased ligands of beta2-adrenergic receptor. Beta-2 adrenergic receptor (Homo sapiens), P07550. beta-arrestin recruitment to beta2AR, cell-based reporter. Potency, µM (titrated, usually from 46.1 µM), without a hit: at the top dose activation, most hits filed as activators. 0.02% of 330,000 active;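 note: potency is the fitted concentration of half-maximal effect; 0% = DMSO controls and full agonism = EC100 isoproterenol or metaproterenol; nearly all actives have a fitted effect of over 65% in size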
Eya2 phos inh: qHTS Assay for Inhibitors of the Phosphatase Activity of Eya2. AID 488837, 2010. Protein phosphatase EYA2 (Homo sapiens), O00167. 0.006% of 330,000 active. Potency, µM (series often up to 76.9 µM), for inactives: at the top dose activity, negative = inhibition, hits mostly inhibitors. recombinant Eya2, OMFP fluorescence dephosphorylation (OMFP is methylfluorescein phosphate); note: potency is the fitted concentration of half-maximal effect; % is set by controls: 0 for no effect and ±100 for the full control effect
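Eya2 (0.2 uM) preincubated 10 min at ambient with compound, then OMFP substrate added at 50 uM; 10 min reaction in 50 mM HEPES pH 7.5, 50 mM NaCl, 5 uM MgCl2, 0.05% BSA, 1 mM DTT. Fluorescence read at Ex 485/Em 525 nm.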
ELG1 genotoxic: qHTS screen for small molecules that induce genotoxicity in human embryonic kidney (HEK293T) cells expressing luciferase-tagged ELG1; HEK293T ELG1-luciferase reporter, luminescence, 16 h; Potency, µM (highest dose often 46 µM), inactives show top-dose activity change, positive = activation, usual class: activators; 1.3% of 330,000 active; AID 504466, 2011; note: potency is the fitted concentration of half-maximal effect; % of control where 0% means no effect; nearly all actives have a fitted effect of over 60% in size
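Reporter readout depends on ELG1 protein level, which increases with genetic stress. After 16 hr compound exposure at 37 °C, luciferase activity was quantified using ONE-Glo.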
p53 reactivation: qHTS assay for re-activators of p53 using a Luc reporter; 0.063% of 320,000 active; Potency, µM (doses to about 92.2 µM), without a hit: top-dose activity change, positive = activation, hits mostly activators; H1299 p53-A138V BP100-luciferase reporter, luminescence, 24 h; note: potency is the fitted concentration of half-maximal effect; % of control where 0% means no effect; nearly all actives have a fitted effect of over 45% in size
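H1299 (p53-null), stable ts p53-A138V + BP100-Luc; 1000 cells/well, Opti-MEM/10% FBS; cpd 4 pt, 1:5; 24 h, 37 deg C, 5% CO2; detection reagent 10 min RT; luminescence.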
ASM inhibitor: Inhibitors of Secretory Acid Sphingomyelinase (S-ASM): qHTS; AID 504937, 2011; Potency, µM (titrated, usually from 57.5 µM), without a hit: at the top dose activity change, negative = inhibition, usual class: inhibitors; Sphingomyelin phosphodiesterase (Homo sapiens), P17405; placental ASM, HMU-PC fluorogenic substrate, 60 min; 0.006% of 340,000 active; note: potency is the fitted concentration of half-maximal effect
Target sequence (P17405 47-631 limits assumed): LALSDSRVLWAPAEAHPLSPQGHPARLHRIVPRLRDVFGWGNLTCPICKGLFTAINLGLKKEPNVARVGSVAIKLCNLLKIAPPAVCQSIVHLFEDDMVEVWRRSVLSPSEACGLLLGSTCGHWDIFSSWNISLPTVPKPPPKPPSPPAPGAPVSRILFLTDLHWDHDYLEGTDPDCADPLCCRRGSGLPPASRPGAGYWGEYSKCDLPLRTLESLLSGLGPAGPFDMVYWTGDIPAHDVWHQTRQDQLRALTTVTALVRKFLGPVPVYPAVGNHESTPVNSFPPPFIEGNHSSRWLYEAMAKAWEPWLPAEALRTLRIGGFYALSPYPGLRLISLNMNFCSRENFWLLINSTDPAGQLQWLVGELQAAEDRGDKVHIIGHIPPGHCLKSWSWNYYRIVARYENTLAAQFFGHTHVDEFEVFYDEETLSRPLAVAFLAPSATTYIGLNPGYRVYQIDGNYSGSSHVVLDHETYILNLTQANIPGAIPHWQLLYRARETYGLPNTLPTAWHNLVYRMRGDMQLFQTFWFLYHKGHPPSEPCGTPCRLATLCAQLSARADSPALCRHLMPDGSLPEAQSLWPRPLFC
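Fluorogenic HMU-PC substrate (9 uM final) is turned over by placental ASM in 60 min at 37 C after a 10 min compound preincubation. Reaction ended by alkaline stop (pH 10), with fluorescence read at 386/447 nm.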
TRPV1 ag: HTS Assay for Compounds that Act as Agonists of the Vanilloid Receptor 1 | Transient receptor potential cation channel subfamily V member 1 (Homo sapiens), Q8NER1 | TRPV1-expressing cells, Fluo-8 calcium influx, agonist mode | activation, % at 8.33 µM | 0.19% of 320,000 active | AID 540275, 2011; in the data active = activation above about 80%; inconclusive = between about 30% and that limit; note: 0% is about no effect
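Fluo-8 calcium influx in TRPV1-expressing cells, kinetic read (ex 480/em 520 nm). Compound added and read 3 min for agonist activity, followed by capsaicin at EC20 final and 2 min further read for enhancement.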
Integrin act MD: qHTS for Activators of Integrin-Mediated Alleviation for Muscular Dystrophy; 0.064% of 350,000 active; alpha7betagal myoblasts, beta-gal FDG fluorescence, 48 h; Potency, µM (top dose mostly 38.3 µM), inactives show at the highest dose activation, most hits filed as activators; AID 624291, 2012;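 note: potency is the fitted concentration of half-maximal effect; 100% = response of the positive control SU9516; nearly all actives have a fitted effect of over 60% in size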
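Alpha7betagal+/- myoblasts (passage 13) were plated 16-24 hr, then exposed to compounds (1:260 dilution of DMSO stock) for 48 hours at 37C. After MPER lysis, β-galactosidase reporter activity was read as FDG fluorescence (ex 480/em 540) after 30 minutes.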
Starred values were filed as active, the others as inactive; ? = inconclusive; / = no result given; & = joins results of further samples. Unless noted, calls come from the whole dose curve; as a rule, active = well fitted curve in the direction sought with a large enough effect; inconclusive = small, poorly fitted or top-dose-only effect, or another doubt; inactive = no such curve, though single readings can be large; an effect the other way counts as inactive or inconclusive.

compound,uPA generation,USP2a inh,BRCA1 expr act,TSG101-PTAP inh,B2AR arrestin,Eya2 phos inh,ELG1 genotoxic,p53 reactivation,ASM inhibitor,TRPV1 ag,Integrin act MD
COc1ccc(S(=O)(=O)N2CC(O)CC2C(=O)OCc2nc3sc(C)c(C)c3c(=O)[nH]2)cc1 (stereo not drawn),3%,0%,5%,-3%,-0.4%,0%,3%,-3%,-1%,1,26%
C=CCn1c(N)cc(=O)nc1SCC(=O)N(c1ccccc1)c1ccccc1,3%,7%,-17%,-1%,3.5%,13%,0%,9%,4%,0,7%
CC(=O)Nc1sc2c(c1C(N)=O)CCCC2,-4%,0%,24%,-6%,-0.6%,-15%,-1%,6%,-1%,0,11%
CCOC(=O)c1c(N2C(=O)C3C4C=CC(O4)C3C2=O)sc2c1CCCC2 (stereo not drawn),-5%,/,7%,-2%,/,/,/,/,-3%,-1,-34%
COc1ccc(C(=O)NCc2ccc3c(c2)cc(C)n3C)cc1,7%,-5%,2%,-3%,-1.1%,-14%,7%,-2%,-5%,17,10%
O=C(O)C1CC(=O)N(Cc2cccnc2)C1 (stereo not drawn),2%,-1%,9%,0%,0.0%,-2%,-2%,-5%,-6%,-2,42%
O=C(CSCc1c(Cl)cccc1Cl)Nc1ccc2c(c1)OCO2,0%,0%,13%,3%,-1.1%,-7%,4%,0%,-3%,?,1%
CC(C)OC(=O)c1nnc(Cc2ccc(Cl)cc2)o1,14%,2%,0%,-2%,-0.5%,1%,0%,8%,3%,14,-1%
CCCCN=C1NC(=O)C(CC(=O)NCCc2ccc(OC)cc2)S1 (stereo not drawn),-1%,9%,-18%,-3%,0.1%,-29%,-1%,-7%,3%,-6,-8%
Cc1ccc(C(=O)NNC(=O)c2csc(N3CCOCC3)n2)o1,10%,0%,-4%,0%,0.0%,5%,3%,4%,/,12,11%
O=C1NN(c2ccccc2)C(=O)/C1=C\c1ccccc1OCC(=O)N1CCOCC1,/,1%,-18%,-5%,0.0%,1%,-1%,0%,1%,1,-19%
O=c1[nH]c2ccccc2n1CCCSc1cnc2ccccc2n1,-6%,4%,-21%,-8%,-0.2%,-6%,-17%,-26%,-3%,3,-18%
CCOC(=O)Cc1csc(NC(=O)c2cc3ccccc3o2)n1,-8%,-5%,71%,-8%,-0.3%,-11%,7%,-2%,-4%,14,3%
CC(C)CC1NC(=O)N(CC(=O)Nc2cc(F)ccc2F)C1=O (stereo not drawn),-2%,0%,10%,0%,0.0%,2%,1%,-5%,1%,3,3%
CCCCNC(=O)c1ccc(-n2c(=S)[nH]c3ccccc3c2=O)cc1,0%,12%,-1%,0%,0.0%,-4%,9%,1%,-2%,-1,-9%
CCC1CCCCN1C(=O)COc1ccc(F)cc1 (stereo not drawn),2%,4%,67%,-4%,-0.5%,4%,0%,2%,3%,1,?
CCCC/C=C1/CCC(CN(C)C)C1=O (stereo not drawn),8%,/,-62%,-2%,/,/,/,/,1%,/,-41%
CC(C)CN(C(=O)COC(=O)c1ccc(Br)cc1)c1c(N)n(Cc2ccccc2)c(=O)[nH]c1=O,0%,1%,-14%,-2%,-0.1%,14%,0%,-10%,-2%,0,6%
O=C(Cn1cnc2cc([N+](=O)[O-])ccc2c1=O)NCc1ccccc1,8%,0%,6%,-2%,-0.1%,-10%,-1%,11%,14%,-1,3%
CCOC(=O)c1c(NC(=S)Nc2ccc(OC)cc2)sc2c1CCCCC2,-2%,2%,-5%,-1%,-2.8%,1%,1%,2%,-1%,4,26%
Cc1c(C(=O)N2c3ccccc3CC2C)oc2ccccc12 (stereo not drawn),?,-6%,48%,0%,0.1%,-14%,?,?,0%,15,-37%
O=C(C1CCCN(S(=O)(=O)c2cccc3nsnc23)C1)N1CCc2ccccc21 (stereo not drawn),1%,4%,-48%,-1%,0.4%,9%,-13%,4%,-8%,7,-32%
CCc1ccc(NC(=O)CCNS(=O)(=O)c2cccc3nonc23)cc1,0%,0%,-9%,-9%,-0.1%,-2%,-3%,-1%,0%,7,6%
Cc1ccc(CCNC(=O)C23C[C@H]4C[C@@H](C2)CC(n2nnc(C)n2)(C4)C3)cc1,-6%,5%,0%,-2%,0.1%,0%,-17%,-2%,1%,15,27%
O=C(Nc1nnc(COc2ccccc2F)s1)Nc1ccccc1F,2%,1%,-12%,-3%,-1.0%,7%,1%,-2%,-1%,-13,17%
O=C(NC1CCCCC1)c1ccc(CS(=O)(=O)c2ccc(Cl)cc2)o1,?,-1%,-5%,-2%,0.1%,1%,-4%,0%,2%,1,42%
CCOC(=O)c1c(NC(=O)c2ccc(Cl)s2)sc(C)c1C,9%,3%,-28%,-2%,0.1%,15%,-12%,7%,5%,1,28%
CC(=NNC(=O)c1ccncc1)c1ccc(Cl)cc1Cl,-6%,/,-12%,-6%,/,/,/,/,2%,/,-12%
CC(C)(C)c1ccc(C(=O)Nc2cccc(-n3cnnn3)c2)cc1,?,3%,14%,-4%,-1.2%,-16%,-7%,?,4%,80*,26%
COc1ccc(C2=CC(=O)CC(C)(C)C2)cc1OC,-10%,-1%,1%,/,0.1%,4%,4%,-4%,24%,-7,-13%

Looked up above:
Reading of `CCCC/C=C1/CCC(CN(C)C)C1=O` (stereo not drawn) under ASM inhibitor: 1%
Reading of `Cc1ccc(CCNC(=O)C23C[C@H]4C[C@@H](C2)CC(n2nnc(C)n2)(C4)C3)cc1` under p53 reactivation: -2%

Additional results follow.
compound,uPA generation,USP2a inh,BRCA1 expr act,TSG101-PTAP inh,B2AR arrestin,Eya2 phos inh,ELG1 genotoxic,p53 reactivation,ASM inhibitor,TRPV1 ag,Integrin act MD
O=C(COC(=O)Cc1ccc2c(c1)OCCO2)Nc1ccc(S(=O)(=O)N2CCCC2)cc1,-1%,-1%,-2%,-3%,-0.1%,-22%,1%,2%,-4%,4,19%
Cn1c(SCC(=O)OC2CCCCC2)nnc1-c1ccc2c(c1)OCO2,2%,0%,2%,-8%,0.1%,-1%,3%,-4%,0%,0,7%
COc1cccc(-c2nnn(CC(=O)NC3CCCC3)n2)c1OC,1%,6%,8%,-2%,-0.5%,-11%,-2%,-7%,-1%,0,-9%
Cc1cc(C)n(-c2nc(C)nc3c2cnn3-c2ccccc2)n1,1%,0%,-51%,1%,-0.3%,-2%,1%,3%,-1%,0,-6%
COc1ccc(CCNC(=O)COc2ccc(-c3ccc(C)cc3)cc2)cc1OC,-1%,4%,1%,0%,0.0%,-18%,-7%,3%,-12%,2,-14%
CCOc1ccc(S(=O)(=O)N2CCC(C(=O)N3CCCC3)CC2)cc1C,-2%,1%,-29%,5%,-0.4%,4%,-7%,5%,9%,4,0%
O=C(CNC(=O)c1ccccc1)OC(C(=O)Nc1cc(C(F)(F)F)ccc1Cl)c1ccccc1 (stereo not drawn),3%,4%,12%&26%&-20%,-5%,-0.3%,-7%,-4%,-1%,-11%,?,14%
